GalR3 antag: GalR3 antagonists in HEK293 cells, primary screen, cell-based, fluorescence readout; Galanin receptor type 3 (Homo sapiens), O60755; HEK293 GalR3-CNG cAMP membrane potential fluorescence; galR3 body fused to GalR1 C-terminus; inhibition, % at 3 µM; 360,000 tested, 0.44% active; AID 651719, 2012;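 active means inhibition above the screen-wide average plus 3 SD, cut at about 13% in these data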;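 further: forskolin and galanin both at EC90 stimulate the cells; cAMP rise reported by CNG channel membrane potential dye signal; 0% = forskolin plus galanin with DMSO and 100% = forskolin alone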
Target sequence (O60755 1-299 limits assumed): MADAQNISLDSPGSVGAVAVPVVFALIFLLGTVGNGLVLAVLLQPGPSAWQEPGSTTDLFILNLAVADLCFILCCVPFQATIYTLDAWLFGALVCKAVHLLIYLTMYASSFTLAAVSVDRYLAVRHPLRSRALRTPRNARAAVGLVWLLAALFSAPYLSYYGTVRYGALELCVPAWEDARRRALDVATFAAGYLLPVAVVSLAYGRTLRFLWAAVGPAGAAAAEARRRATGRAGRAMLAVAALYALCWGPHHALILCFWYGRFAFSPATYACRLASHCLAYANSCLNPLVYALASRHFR
An asterisk follows results filed as active. Some of the compounds tested (hit frequency here may not be typical).

Compound,GalR3 antag
COc1ccc([N+](=O)[O-])cc1NC(=O)COC(=O)C12CC3CC(CC(O)(C3)C1)C2,-7
NC(c1ccccc1)c1cccs1 (stereo not drawn),7
C[C@@H]1CN([C@@H](C)CO)C(=O)c2cc(Br)cnc2O[C@H]1CN(C)C(=O)C1CC1,-4
Cc1ccc(NC(=O)[C@H](Cc2ccccc2)NC(=O)CC[C@H]2O[C@@H](n3ccc(=O)[nH]c3=O)[C@H](O)[C@@H]2O)cc1C,-6
CCN1Cc2cc(OC)ccc2-c2ccccc2S1(=O)=O,-5
CC1=C(C(=O)N(C(C)C)C(C)C)CC(CC(=O)NCCN2CCOCC2)C(=O)N1CCC1=CCCCC1 (stereo not drawn),-5
O=C(NCCOc1ccccc1)[C@@H]1CCCN1C(=O)c1cccs1,-5
CCOC(=O)CN(C(=O)c1snc(C(N)=O)c1N)C(C(=O)NCCC(C)C)c1ccc(C)cc1 (stereo not drawn),-3
COc1ccc(Cl)cc1-c1cc(C(=O)NCc2cccc(Cl)c2)[nH]n1,-7
O=C(NCc1cccnc1)c1ccc2sc([C@H]3C[C@H](O)[C@@H](CO)O3)nc2c1,-5
CCc1ccc([C@@H]2CC(=O)[C@@H]3CN(S(=O)(=O)c4ccccc4)[C@H](c4ccc(OC)cc4)C[C@@H]3N2S(=O)(=O)c2ccc(C)cc2)cc1,-1
CCCCN(CCCC)Cc1cc(=O)oc2cc(OC)c(Cl)cc12,-8
CNC[C@@H]1OCc2ccccc2-c2c(n(C)c3ccccc23)C(=O)N([C@H](C)CO)C[C@@H]1C,1
O=S1(=O)C[C@H](N2CCC(Cc3ccccc3)CC2)[C@@H](COCc2ccccc2)N1,-2
CCc1cccc(C)c1NC(=O)COC(=O)C1CC(=O)N(CCc2ccc(OC)c(OC)c2)C1 (stereo not drawn),-3
CC(=O)C1CCC2C3CCC4CC(OC(=O)CCC(=O)O)CCC4(C)C3C(=O)CC12C (stereo not drawn),-5
Cc1ccc([C@H]2C[C@H](O)[C@@H](n3cc(-c4ccc(F)cc4)nn3)CN2Cc2cccs2)cc1,-6
CC(C)C1C(=O)N(Cc2cn(CCC3OCCO3)nn2)CCS(=O)(=O)N1Cc1ccc(-c2ccc(Cl)c(Cl)c2)cc1 (stereo not drawn),-4
N#Cc1ccc(C(=O)N2CCC3CC2c2cc(N4CCCCC4)ccc23)cc1 (stereo not drawn),-8
C1CC(=NN=C2CCSCC2)CCS1,-3
CC1(C(=O)NS(=O)(=O)c2ccc(Cl)s2)CCN1C(=O)Cc1ccc(-c2ccccc2)cc1 (stereo not drawn),-7
CCc1nc2c(OCc3ccccc3C)cccn2c1N(C)C(=O)c1ccco1,-5
CC(C)CNc1ncnc2c1ncn2[C@H]1CN(Cc2ccco2)C[C@@H](CO)O1,-4
C=CCOc1cccn2c(N(C)C(=O)c3ccncc3)c(CC)nc12,-6
O=C1NCCN(CC2CCN(CC3CCCC3)CC2)C1=O,-7
CN1CCCCC(NC(=O)c2cccc([N+](=O)[O-])c2)C1=O (stereo not drawn),-6
CCCCS(=O)(=O)NC(=O)C1(C)CCN1C(=O)C/C=C/c1ccccc1 (stereo not drawn),-4
CCCCCCCCN1C(=O)[C@H](CC(=O)NCc2ccccc2)C[C@@]2(C(=O)OCC)CCC=C12,-4
N#CC(=C(O)CN1CCN(c2ccccc2F)CC1)c1nc(-c2ccc(Cl)cc2)cs1,-7
COc1ccc([C@H]2C[C@H](n3cc(-c4ccc(F)cc4)nn3)[C@@H](O)CN2C(=O)C2CCCCC2)cc1,-7
CC(C)N(C(=O)[C@H]1C[C@H](CC(=O)NCc2ccco2)C(=O)N2CCc3c([nH]c4ccc(Cl)cc34)[C@]12C)C(C)C,-4
O=C(NCc1ccccc1)C(C1CC1)n1c(-c2cccs2)nc2ccccc21 (stereo not drawn),3
COc1ccc([C@H]2C[C@@H](n3cc(C4CC4)nn3)[C@H](O)CN2CC2CCCCC2)cc1,-6
CC1(O)C(=O)C2(C)C=CC1C1C(=O)N(c3ccccc3)C(=O)C12 (stereo not drawn),-1
CN1CCN(S(=O)(=O)c2ccc(C(=O)NC3CCCCC3)cc2)CC1,-7
C[C@H]1CN([C@@H](C)CO)S(=O)(=O)c2ccc(C#CC3CC3)cc2O[C@H]1CN(C)C(=O)c1cccnc1,1
COC(=O)c1cc2c(c3c4ccccc4n(S(=O)(=O)c4ccc(OC)cc4)c13)C(=O)N(Cc1ccc(N(C)C)cc1)C2,-1
COc1ccc2c(c1)CC=C1C2CCC2(C)C(=O)C(=NO)CC12 (stereo not drawn),-5
Cc1ccc(C(=O)NNC(=O)c2ccc(S(=O)(=O)N(C)c3ccccc3)cc2)cc1,-1
CC(C)NC(=O)N(C)C[C@H]1OCc2cnnn2CCCC(=O)N([C@H](C)CO)C[C@@H]1C,-6
CC(=O)NC(c1cccc(F)c1)c1nc(-c2ccccc2C)cs1 (stereo not drawn),-5
FC(F)(F)c1ccccc1Cc1c(-c2ccco2)nc2c3ccccc3ccn12,19*
CC(=O)CCc1ccc(OCC(=O)Nc2cccc(S(=O)(=O)N(C)c3ccccc3)c2)cc1,-5
C#Cc1ccc(NC(=O)C2(C)CCN2C(=O)c2cc(C)n(C)n2)cc1 (stereo not drawn),-4
NC(Cc1ccc(Cl)cc1)c1csc(Nc2ccc(S(N)(=O)=O)cc2)n1 (stereo not drawn),0
C[C@@H]1CN([C@H](C)CO)C(=O)CCCn2cc(nn2)CO[C@H]1CN(C)S(=O)(=O)c1cccs1,-6
CN(CC(=O)Nc1ccc(F)c(F)c1F)C(=O)c1cc(S(=O)(=O)N(C)C)ccc1N1CCCC1,-4
COc1cc(OC)c2c(-c3cccc(-c4ccc(NC(C)=O)cc4)c3)cc(=O)oc2c1,-3
Clc1ccccc1NN=Cc1ccccn1,-4
CC(CCC(=O)NN)C1CCC2C3CCC4CC(O)CCC4(C)C3CCC12C (stereo not drawn),-5
COc1ccc(NC(=O)N(C)[C@H]2C[C@H]3c4[nH]c5ccccc5c4CCN3C(=O)[C@H]2CO)cc1,-5
COC(=O)[C@@]1(Cc2ccccc2)[C@H]2C(=O)N(C)C(=O)[C@H]2[C@H]2CN=C(SCc3ccc(Cl)cc3)N21,-6
CCCCC[C@@H]1[C@H]2[C@H]3C(=O)N(c4ccccc4)C(=O)[C@H]3CC(=O)[C@H]2[C@H](c2ccccc2)N1S(=O)(=O)c1ccc(C)cc1,-7
O=C(/C=C/[C@H]1O[C@@H](n2ccc(=O)[nH]c2=O)[C@H](O)[C@@H]1O)NCc1ccc2c(c1)OCO2,-5
COc1cc(C(O)c2nc(-c3ccc(C)c(C)c3)cs2)ccc1F (stereo not drawn),-9
CCS(=O)(=O)C1C(=O)N(C)C(S(=O)(=O)CC)C(=O)N1C (stereo not drawn),-4
Cc1cc(C)cc(Cn2c3ccc(NC(=O)NCCc4cccs4)cc3c(=O)n2C)c1,-3
CCCCN1CCCCC1(C)C(=O)NCc1cccs1 (stereo not drawn),-5
COC(=O)C1=C(C)N(Cc2ccc(C(F)(F)F)cc2)C(=NCc2ccc(C(F)(F)F)cc2)NC1c1cccc(Cl)c1 (stereo not drawn),-3
Cc1cc(C)n(CCNC(=O)[C@H]2O[C@@H](n3cnc4c(N)ncnc43)[C@H](O)[C@@H]2O)n1,-4

Some of the entries so far, with values ahead of the structure.
GalR3 antag	structure
-6	COC(=O)[C@@]1(Cc2ccccc2)[C@H]2C(=O)N(C)C(=O)[C@H]2[C@H]2CN=C(SCc3ccc(Cl)cc3)N21
-7	CCCCC[C@@H]1[C@H]2[C@H]3C(=O)N(c4ccccc4)C(=O)[C@H]3CC(=O)[C@H]2[C@H](c2ccccc2)N1S(=O)(=O)c1ccc(C)cc1

Going on with the list.
Compound,GalR3 antag
NS(=O)(=O)c1ccc(CCNC(=O)COC(=O)Cc2ccc(Cl)cc2)cc1,-7
CN(C(=O)c1cccc(NC(=O)Cc2cccc(NC(=O)C3CCN(C(=O)C4CCCCC4)CC3)c2)c1)C1CCC1,-3
COc1ccccc1CCn1cnc(Cc2ccccc2)c1C(C)C,-7
CCCOc1ccc(F)cc1-c1cc(C(=O)Nc2ccc(OC)c(OC)c2)[nH]n1,-6
COc1ccc(C(=O)c2[nH]c(N)c(C(=O)NCCc3c[nH]c4ccccc34)c2-c2ccccc2Br)cc1,-5
CC(C)OC(=O)N(C)C[C@@H]1OCc2cnnn2CCCC(=O)N([C@H](C)CO)C[C@@H]1C,-7
CC(C)(C)NC(=O)C1c2ccccc2OCC(=O)N1Cc1ccccc1 (stereo not drawn),-3
Cc1ccc(S(=O)(=O)N2CCN(CCOc3ccccc3)CC2)cc1,-2
COc1ccc(OC)c(NC(=O)c2cccc(NC(=O)c3ccco3)c2)c1,-3
COc1cc(OC)cc(C(=O)NCC(=O)OCC(=O)NC2CCCc3ccccc32)c1 (stereo not drawn),-4
Nc1[nH]c(C(=O)c2ccccc2)c(-c2c(F)cccc2F)c1C(=O)c1ccc(Cl)c(Cl)c1,-4
CC1(C(=O)NCc2ccc3c(c2)OCO3)CCN1CCc1ccccc1 (stereo not drawn),-7
Cc1cc2ccccc2nc1-c1ccccc1F,-5
O=C(C(=O)c1ccc(O)c(O)c1)c1ccc(O)c(O)c1,-3
Cc1ccc(S(=O)(=O)N2CCC(=O)N([C@H](COCc3ccc(C(F)(F)F)cc3)C(C)C)CC2)cc1,-6
Nc1ncnc2c1ncn2C1OC(CO)CC1O (stereo not drawn),53*
CN(C)CCOc1ccc2c(c1)C(=O)C(=Cc1ncc([N+](=O)[O-])n1C)C2,-3
CCNC(=O)C1(C)CCN(Cc2ccccc2C#N)C1 (stereo not drawn),-7
CCOC(=O)[C@]12CCCC=C1N(Cc1cccc3ccccc13)C(=O)[C@H](CC(=O)N1CCN(C(=O)C3CC3)CC1)C2,1
CSc1ccc(CN2CCC2(C)C(=O)NCc2cccc(C(F)(F)F)c2)cc1 (stereo not drawn),-6
O=C1CCc2cc(S(=O)(=O)NCCc3ccc(Cl)cc3)cc3c2N1CC3,5
CCCCN1C=C(C(C)=O)C(=O)CC1,-2
C[C@H]1[C@@H](c2ccccc2)Oc2ccc(Cl)cc2S(=O)(=O)N1Cc1ccc(F)cc1F,-7
COc1ccc(Sc2cccc3c2S(=O)(=O)N(C2CC2)C[C@@H](COCc2ccccc2)O3)cc1OC,0
C[C@H](NC(=O)COc1ccccc1)C(=O)OCC(=O)c1cc2ccccc2o1,-7
CC[C@H](C)[C@H]1CNC(=O)C(=O)N1CC1CCN(CC2CCC(C)CC2)CC1 (stereo partly drawn),-6
O=S(=O)(Nc1ccc(C(O)(C(F)(F)F)C(F)(F)F)cc1)c1cccc2ccccc12,-7
COc1ccc(S(=O)(=O)Nc2cc3c4c(c2)CC(=O)N4CCC3)cc1OC,-2
C[C@H](CO)NC(=O)c1[nH]cnc1C(=O)Nc1cccc(Cl)c1,-4
O=C1CNC(c2ccccc2)C(c2ccccc2)N1 (stereo not drawn),-6

Arranged by count of non-hydrogen atoms (smallest number first): part of the list above.
Compound,GalR3 antag
O=C1CNC(c2ccccc2)C(c2ccccc2)N1 (stereo not drawn),-6
COc1ccccc1CCn1cnc(Cc2ccccc2)c1C(C)C,-7
CC1(C(=O)NCc2ccc3c(c2)OCO3)CCN1CCc1ccccc1 (stereo not drawn),-7
COc1cc(OC)cc(C(=O)NCC(=O)OCC(=O)NC2CCCc3ccccc32)c1 (stereo not drawn),-4

The listing continues.
Compound,GalR3 antag
Cc1ccccc1S(=O)(=O)N(C)C[C@@H]1OCc2cnnn2CCCC(=O)N([C@@H](C)CO)C[C@H]1C,-7
COc1ccccc1-c1cnc(C(O)c2ccc(F)c(F)c2)[nH]1 (stereo not drawn),-6
CC1CCN(C(=O)c2ncn3c2C(=O)NC[C@H]3C)CC1,-6
Cc1cc(Br)cn2c(Cc3ccccc3)c(-c3cccc(Br)c3)nc12,-1
CN1C(=O)C2(CCCCC2)C1c1ccccc1 (stereo not drawn),-6
COc1ccc(CNC(=O)O[C@H]2C[C@@H]3C(=O)N(c4ccccc4)C(=O)[C@@H]3[C@@H]3CN(S(=O)(=O)c4ccc(C)cc4)C[C@]23O)cc1OC,-3
CCOC(=O)C1=C(C(=O)OCC)N(Cc2ccccc2)CCC1=O,0
CC1(C)OC(=O)C2=C(C[C@@H](C3CC3)O[C@H]2CCc2cccc(Cl)c2)O1,-4
COc1ccc(CCNC(=O)Nc2nc(C(N)Cc3ccccc3)cs2)cc1OC (stereo not drawn),-1
O=C(NC1CCCc2c1cnn2-c1ccccc1F)c1ccncc1 (stereo not drawn),32*
CCOC(=O)c1c(-c2ccc3ccccc3c2)csc1NC(=O)CCCC(=O)O,-4
O=C(Cn1cnc2c(NCc3ccccc3)ncnc21)NCc1ccc2c(c1)OCO2,0
O=C(c1ccc(C(F)(F)F)cc1)N1CCC(=O)N([C@H](COCc2ccc(Cl)cc2)Cc2ccccc2)CC1,-8
COCCNC(=O)C1(C)CCCN(Cc2cc3ccccc3o2)C1 (stereo not drawn),-6
COc1ccc(S(=O)(=O)N2CCCCC2c2cc(C(=O)NCc3ccccc3)no2)cc1 (stereo not drawn),-6
COc1ccccc1Cn1c(=O)oc2ccccc21,-8
COc1ccc(OC)c(CN2C(=O)c3ccccc3C2c2nnnn2-c2c(C)cccc2C)c1 (stereo not drawn),-5

In another format: two of the compounds above
GalR3 antag	SMILES
-7	O=S(=O)(Nc1ccc(C(O)(C(F)(F)F)C(F)(F)F)cc1)c1cccc2ccccc12
-2	COc1ccc(S(=O)(=O)Nc2cc3c4c(c2)CC(=O)N4CCC3)cc1OC

Bioassay records deposited in PubChem by The Scripps Research Institute Molecular Screening Center.
